Screens from PubChem.
TRPC4 PAM = positive allosteric modulators of TRPC4, primary screen, cell-based, mouse TRPC4beta, HEK293 mu-opioid, Fluo-4 calcium | Short transient receptor potential channel 4 (Mus musculus), Q9QUQ5 | DAMGO EC20, Fluo-4 Ca2+ flux; stronger effect = higher value | B-score at 10 µM | actives 0.42% (n = 310,000) | AID 2227, 2009;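 active = B-score of calcium response area above 5 SD of library B-scores, with initial fluorescence ratio within 5 SD of library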;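 note: B-score of integrated fluorescence ratio over time as area under calcium response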
Target sequence (Q9QUQ5 whole entry, looked up): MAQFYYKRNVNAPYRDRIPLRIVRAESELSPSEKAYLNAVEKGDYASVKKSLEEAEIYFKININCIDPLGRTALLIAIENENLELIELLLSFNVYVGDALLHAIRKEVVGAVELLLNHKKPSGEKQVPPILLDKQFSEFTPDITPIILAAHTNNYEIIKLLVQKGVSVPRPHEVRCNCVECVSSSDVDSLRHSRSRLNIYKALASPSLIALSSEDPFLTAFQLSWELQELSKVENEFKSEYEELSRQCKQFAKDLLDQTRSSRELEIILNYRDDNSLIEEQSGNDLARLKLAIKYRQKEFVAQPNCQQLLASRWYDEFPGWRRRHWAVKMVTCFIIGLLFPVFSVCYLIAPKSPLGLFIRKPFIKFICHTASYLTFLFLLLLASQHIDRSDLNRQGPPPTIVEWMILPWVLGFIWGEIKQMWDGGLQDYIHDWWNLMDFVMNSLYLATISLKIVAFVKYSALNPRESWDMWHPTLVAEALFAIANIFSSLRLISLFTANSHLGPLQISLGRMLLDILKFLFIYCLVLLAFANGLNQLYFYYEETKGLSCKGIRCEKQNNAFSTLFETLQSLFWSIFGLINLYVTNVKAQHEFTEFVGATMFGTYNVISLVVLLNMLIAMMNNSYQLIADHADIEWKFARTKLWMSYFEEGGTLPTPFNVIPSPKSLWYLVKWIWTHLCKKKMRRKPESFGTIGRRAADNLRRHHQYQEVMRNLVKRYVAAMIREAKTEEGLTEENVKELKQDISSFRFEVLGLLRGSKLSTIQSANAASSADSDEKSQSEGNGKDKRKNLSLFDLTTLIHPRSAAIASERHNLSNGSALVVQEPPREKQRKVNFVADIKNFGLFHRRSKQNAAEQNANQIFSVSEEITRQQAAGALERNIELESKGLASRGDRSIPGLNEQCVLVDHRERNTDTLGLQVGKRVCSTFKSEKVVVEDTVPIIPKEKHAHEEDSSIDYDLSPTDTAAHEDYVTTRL
MrgX1 antag = antagonists of human MrgX1 receptor, primary screen, HEK293 cells, Fluo-4 calcium flux; Mas-related G-protein coupled receptor member X1 (Homo sapiens), Q96LB2; BAM8-22 antagonism; stronger effect = lower value; B-score at 10 µM; actives 1.3% (n = 310,000);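 active = calcium-response B-score plate-corrected more than 3 library SD below zero, starting fluorescence within 5 deviations, no agonist response on first addition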;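 note: peak minus trough fluorescence over baseline after final BAM8-22 challenge near maximal dose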
TRPC4 agonist = activators of mouse TRPC4 channel, primary screen, Fluo4 calcium, HEK293 TRPC4beta/mu-opioid cells. Short transient receptor potential channel 4 (Mus musculus), Q9QUQ5. Fluo4 calcium fluorescence; stronger effect = higher value. B-score at 10 µM. actives 0.49% (n = 310,000). AID 2237, 2010;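 active = B-score above 5 SD of library B-scores, and initial fluorescence ratio not above library mean plus 5 SD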;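 note: positive B-score marks a calcium rise read as TRPC4 activation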
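System – HEK293 cells stably co-expressing mouse TRPC4beta and mu-opioid receptor · Signal – Fluo4 calcium-sensitive dye fluorescence, kinetic, 1 Hz baseline · Benchmarks – buffer (low) and maximal DAMGO (high) · Read-out – B score of integrated fluorescence ratio per well · Incubation – dye loading 45 min room temperature, 110 s kinetic read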
TMEM16A inh = TMEM16A chloride channel inhibitors, primary screen, cell-based, HTS; actives 1.2% (n = 310,000); HEK293 TMEM16A/YFP iodide influx fluorescence, ionomycin; normalized B-score (activity score, 25-100; higher = stronger inhibition) at 10 µM;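 active = ratio plate-corrected score three or more library SD toward inhibition, starting fluorescence score within five deviations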;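 note: score derived from kinetic fluorescence span divided by baseline fluorescence per well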
MrgX1 ag = agonists of human MrgX1 receptor, primary screen, HEK293 cells, Fluo-4 calcium flux | actives 0.44% (n = 310,000) | B-score at 10 µM | Mas-related G-protein coupled receptor member X1 (Homo sapiens), Q96LB2 | Fluo-4 calcium fluorescence, agonist mode; stronger effect = higher value;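 active = calcium response B-score plate-corrected fluorescence ratio at least 3 library SD, with starting fluorescence B-score inside 5 SD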
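Material – MrgX1-expressing HEK293 cells · Input – 15,000 cells seeded per well · Dosing – compound as first of three additions · Times – overnight seeding, then 1 h dark dye loading · Measured by – kinetic Fluo-4 NW fluorescence of intracellular calcium · Read-out – B-scored fluorescence response ratio · Benchmarks – positive and negative control wells on each plate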
TRPC6 inhibitor = mouse TRPC6 channel inhibitors, primary screen, cell-based, HEK293, membrane potential dye; Short transient receptor potential channel 6 (Mus musculus), Q61143; AID 2553, 2010; actives 1.1% (n = 310,000); B-score at 10 µM; ACh-evoked depolarization; stronger effect = lower value;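 active = B-score under library mean minus 3 SD, initial fluorescence not abnormally high, positive integrated signal ratio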;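 note: B-score derived from integrated fluorescence ratio over the kinetic read; more negative B-score means stronger inhibition of depolarization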
MrgX1 allo act = positive allosteric modulators of MrgX1, primary screen, HEK293 cells, Fluo-4 calcium flux; B-score at 10 µM; FDSS; stronger effect = higher value; actives 0.63% (n = 310,000);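 active = plate-corrected calcium response at least 3 library SD above typical, normal starting fluorescence, not activating the receptor alone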;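 note: compound read alongside a low EC10 to EC30 dose of BAM8-22 agonist; peak minus trough fluorescence over baseline measured at the second addition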
ANO1 activ = TMEM16A chloride channel activators or potentiators, primary screen, cell-based, HTS. HEK293 TMEM16A/YFP-H148Q/I152L, iodide quench fluorescence; stronger effect = lower value. B-score at 10 µM. actives 0.3% (n = 340,000). Anoctamin-1 (Mus musculus), Q8BHY3. AID 623877, 2012;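 active = fluorescence-ratio B-score plate-corrected deviation score at least 3 library SD below zero, with starting fluorescence score within 5 deviations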;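 note: channel opened by trigger with iodide after compound preincubation; score built on the fluorescence ratio of max minus min over baseline; more negative score means more quench and so TMEM16A activation or potentiation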
TRPC6 act = mouse TRPC6 channel activators, primary screen, cell-based, HEK293, membrane potential dye; Short transient receptor potential channel 6 (Mus musculus), Q61143; HEK293-TRPC6 membrane potential dye fluorescence; stronger effect = higher value; B-score at 10 µM; actives 0.13% (n = 310,000);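 active = B-score of the integrated fluorescence ratio above library mean plus 3 SD, and starting fluorescence ratio within library mean plus 5 SD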;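 note: higher score means more depolarization so channel activation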
TRPC4 inh = inhibitors of mouse TRPC4 channel, primary screen, Fluo4 calcium, HEK293 TRPC4beta/mu-opioid cells | Short transient receptor potential channel 4 (Mus musculus), Q9QUQ5 | DAMGO-evoked Fluo4 calcium flux; stronger effect = lower value | B-score at 10 µM | actives 0.39% (n = 300,000) | AID 2247, 2010;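 active = B-score over 3 SD under the library average, no early fluorescence shift, positive overall ratio signal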
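Material: HEK293 cells with stable TRPC4beta plus mu-opioid receptor expression; probe or stimulus: DAMGO in two steps, submaximal then maximal; technique: Fluo4 calcium fluorescence by kinetic imaging, 5 s 1 Hz baseline; measure: integrated fluorescence ratio relative to baseline, converted to per-well B score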
SKKanGAS inh = S. pyogenes SKKanGAS growth inhibitors in kanamycin, primary screen, streptokinase expression inhibitor project, SKKanGAS strain, BacTiter-Glo luminescence; 6 h; inhibition, % at 7.5 µM; actives 1.3% (n = 300,000); AID 1662, 2009;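 active = mean replicate score, as percent of positive control median, at least 50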;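 note: strain carries kanamycin resistance gene driven by streptokinase promoter and grows in 40 µg/ml kanamycin; loss of luminescence reflects streptokinase promoter inhibition or plain growth inhibition; 0% = median of DMSO wells and 100% = positive control at its reference dose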
* marks the source's active call; other numbers are inactive results; i = inactive; / = not tested or not shown.

SMILES	TRPC4 PAM	MrgX1 antag	TRPC4 agonist	TMEM16A inh	MrgX1 ag	TRPC6 inhibitor	MrgX1 allo act	ANO1 activ	TRPC6 act	TRPC4 inh	SKKanGAS inh
CCN(Cc1cc2ccccc2[nH]c1=O)S(=O)(=O)c1ccc(OC)cc1	i	i	i	i	i	i	i	i	i	i	-2
CCc1ccc(Nc2nnc(SCC(=O)Nc3cccc(S(=O)(=O)NC4=NCCCCC4)c3)s2)cc1	i	i	i	i	i	i	i	i	i	i	12
O=C(Nc1ncccn1)C12CC3CC(CC(C3)C1)C2	i	i	i	i	i	i	i	i	i	i	4
Cc1oc2c(F)c(F)c(F)c(F)c2c1S(=O)(=O)Nc1cccc(C(F)(F)F)c1	i	i	i	100*	i	i	i	i	i	i	41
CCOC(=O)c1ccc(-n2c(CN(CC)CC)nc3ccc([N+](=O)[O-])cc3c2=O)cc1	i	i	i	i	i	i	i	i	i	i	-1
CCCCn1c(=O)nc2n(-c3ccc(Cl)cc3)c3ccccc3cc-2c1=O	i	i	i	i	i	i	i	i	i	i	11
Cc1ccc(-n2ncc3c(NCc4ccco4)ncnc32)c(C)c1	/	i	/	i	i	/	i	i	/	/	/
O=C(Nc1nc(-c2cccnc2)cs1)c1ccc(S(=O)(=O)N2CCOCC2)cc1	i	i	i	i	i	i	i	i	i	i	-9
Cn1c(=O)cc(NCc2ccccc2)[nH]c1=O	i	i	i	i	i	i	i	i	i	i	6
Cc1nc(-c2cccc(S(=O)(=O)N3CC(C)OC(C)C3)c2)cs1 (stereo unspecified)	i	i	i	i	i	i	i	i	i	i	-2
Fc1ccc(CSc2nnc(-c3cccs3)o2)cc1	i	i	i	i	i	-7.4*	i	/	i	i	12
COc1ccccc1NC(=O)CN1CCN(S(=O)(=O)c2ccc(Br)cc2)CC1	i	/	i	/	/	i	/	i	i	i	3
C=CCC1(C)C(=O)N(c2ccccc2)c2ccccc21 (stereo unspecified)	i	i	i	i	i	i	i	i	i	i	2
Cc1noc(C)c1COC(=O)CCCc1nc2ccccc2s1	i	i	i	i	i	i	i	i	i	i	-2
COc1ccc(/C(C)=N/NC(=O)c2cc(C)[nH]n2)c(OC)c1	i	i	i	i	i	i	i	i	i	i	4
c1ccc(OCc2nc3c4c(ncn3n2)-c2ccccc2CC42CCCC2)cc1	i	i	i	i	i	i	i	i	i	i	52*
N=C1C(c2nc3ccccc3[nH]2)=C(O)CN1NC(=O)COc1cccc(F)c1	i	i	i	i	i	i	i	/	i	i	-2
CC(=O)Nc1ccc(NC(=O)CSc2nnc(COc3ccccc3C)n2CC2CCCO2)cc1 (stereo unspecified)	i	i	i	i	i	i	i	i	i	i	-16
C=CCSc1nc2c(c(=O)[nH]1)C(c1ccccc1)C(C#N)=C(N)O2 (stereo unspecified)	i	i	i	i	i	i	i	i	i	i	1
N/C(=N\OC(=O)c1cccc2ccccc12)c1cccnc1	i	i	i	i	i	i	i	i	i	i	-6
CN1CCN(S(=O)(=O)c2ccc(N3CCN(S(=O)(=O)/C=C/c4ccccc4)CC3)nc2)CC1	i	i	i	i	i	i	i	i	i	i	0
O=C(CSc1nc(N2CCCCC2)nc(N2CCCCC2)n1)Nc1nccs1	i	i	i	i	i	i	i	i	i	i	9
CCCCN1C(=O)C(=O)N(CC(=O)Nc2cc(OCC)c(N3CCOCC3)cc2OCC)C1=O	21*	i	i	i	i	i	i	i	i	i	3
O=C(CN1CCCCC1)Nc1nnc(-c2ccccc2)s1	i	i	i	i	i	i	i	i	i	i	4
O=C1C(Cc2ccc(O)cc2)NC(=S)N1C1CCCCC1 (stereo unspecified)	i	i	i	i	i	i	i	i	i	i	-6
COc1ccc(N(CC(=O)NCCSC2CCCCC2)S(=O)(=O)c2ccccc2)cc1OC	i	i	i	i	i	i	i	i	i	i	-2
COc1cccc(-c2nc(=S)c3c(n2Cc2ccco2)CCCC3)c1	i	i	i	i	i	i	i	i	i	i	18
O=C(O)CCCC(=O)NNc1nc(-c2ccccc2)c2cc(Cl)ccc2n1	i	i	i	i	i	i	i	i	i	i	3
CC(C)N(Cc1ccccc1)C(=O)COC(=O)c1ccc2c(c1)OCCO2	i	i	i	i	i	i	i	i	i	i	5
O=C(O)C(Cc1ccc(Cl)cc1)NS(=O)(=O)c1ccc(Cl)cc1 (stereo unspecified)	i	i	i	i	i	i	i	i	i	i	4
O=C1c2ccccc2S(=O)(=O)c2cc(C(=O)N3CCC(C(=O)N4CCCCC4)CC3)ccc21	i	i	i	i	i	i	i	/	i	i	2
COc1cc(C(=O)N[C@H](C(=O)NC(C)C23CC4CC(CC(C4)C2)C3)C(C)C)cc(OC)c1OC (stereo partly specified)	i	i	i	100*	i	i	i	i	i	i	-9
Cc1ccc(NC(=S)N/N=C/c2c(C)[nH]c3ccccc23)cc1	i	i	i	i	i	i	i	i	i	i	4
CCCS(=O)(=O)N1CCC(C(=O)NCCN(CC)c2ccccc2)CC1	i	i	i	i	i	i	i	i	i	i	-5
CC(=O)NS(=O)(=O)c1ccc(NC(=O)/C=C/c2ccccc2Cl)cc1	i	i	i	i	i	i	i	i	i	i	14
CCOc1ccc(-c2nnc(SCC(=O)Nc3ccc4c(c3)c3ccccc3n4CC)n2N)cc1	i	i	i	i	i	i	i	i	i	i	1
CCCOc1ccc(/C=N/Nc2ccc(C(=O)O)cc2)c(OCCC)c1	i	/	i	/	/	i	/	i	i	i	-2
S=C(NCc1ccc(Cl)cc1)Nc1ccccc1	i	i	i	i	i	i	i	i	i	i	3
CCCSCCCNC(=O)Cn1nc(CC)n2c(cc3c(OC)cccc32)c1=O	i	i	i	i	i	i	i	i	i	i	7
CCC(/C=N/NC(=O)CCCCC(=O)N/N=C/C(CC)CC)CC	i	i	i	i	i	i	i	i	i	i	-7
Cn1c(SCc2c(F)cccc2Cl)nnc1-c1cnccn1	i	i	i	i	i	i	i	i	i	i	-10
Cn1nc(C(=O)NC2CCCc3ccccc32)ccc1=O (stereo unspecified)	i	i	i	i	i	i	i	i	i	i	0
Brc1ccc(-c2nnc3n2C2(CCCC2)Cc2ccccc2-3)o1	i	i	i	i	i	i	i	i	i	i	11
CC(C)OC(=O)CSc1nc2cccnc2n1-c1ccc(F)cc1	i	i	i	i	i	i	i	i	i	i	4
Cc1cccc(NC(=O)CSc2nnc(-c3cc(C)n(-c4ccccc4)c3C)o2)c1C	i	i	i	i	i	i	i	i	i	-7*	24
CCOC(=O)c1[nH]c(C)c(C(=O)N2CCc3c([nH]c4ccccc34)C2c2ccccn2)c1C (stereo unspecified)	i	i	i	i	i	i	i	i	i	i	5
Cc1ccc(S(=O)(=O)N2[C@@H](c3cccc(Cl)c3)C(C(=O)O)=CC[C@H]2c2ccc3c(c2)OCO3)cc1	/	i	/	i	i	/	7*	i	/	/	/
O=C(Nc1ccccc1N1CCOCC1)C1CCCCN1S(=O)(=O)c1ccccc1 (stereo unspecified)	i	i	i	i	i	i	i	i	i	i	3
Cc1ccc(S(=O)(=O)CC(=O)Nc2ccc(S(=O)(=O)Nc3onc(C)c3C)cc2)cc1	i	i	i	i	i	i	i	i	i	i	2
CCc1nnc(NC(=O)c2ccc(-c3ccc(Cl)cc3)o2)s1	i	i	i	i	i	i	i	i	i	i	-13
COc1ccc(/C=C/C(=O)OC(C)CN2CCOCC2)cc1 (stereo unspecified)	i	i	i	i	i	i	i	i	i	i	3
Cn1sccc1=O	/	i	/	i	i	/	i	i	/	/	/
Cc1[nH]c2ccc(C(=O)NCCCN3CCCCCC3)cc2c1C	i	i	i	i	i	i	i	i	i	i	-6
C=CCn1c(=O)c(C(C)=O)cn(N(C)c2ncc(C(F)(F)F)cc2Cl)c1=O	i	i	i	i	i	i	i	i	i	i	-5
Cc1ccc(NC(=O)NCc2nc3ccccc3n2C)cc1	i	i	i	i	i	i	i	i	i	i	0
O=C(CN1CCCCC1)N/N=C/c1cccc(C(F)(F)F)c1	i	i	i	i	i	i	i	i	i	i	3
Cn1cccc1/C=N/n1c(-c2ccc(Cl)cc2Cl)n[nH]c1=S	i	i	i	i	27*	i	i	i	i	i	-9
Nc1ccc2c(c1)C(=O)c1ccccc1-2	i	i	i	i	i	i	i	i	i	i	-13
COc1ccc(N(CC(=O)Nc2ccc(C)cn2)S(=O)(=O)c2c(C)nn(C)c2C)cc1	/	i	/	i	i	/	i	i	/	/	/
O=C(C1=C[C@@H](c2coc3ccccc3c2=O)C[C@@H](OCc2ccc(CO)cc2)O1)N1CCN(Cc2ccc3c(c2)OCO3)CC1	i	i	i	i	i	i	i	i	i	i	29

Continuation:
SMILES	TRPC4 PAM	MrgX1 antag	TRPC4 agonist	TMEM16A inh	MrgX1 ag	TRPC6 inhibitor	MrgX1 allo act	ANO1 activ	TRPC6 act	TRPC4 inh	SKKanGAS inh
O=C(c1cccnc1Nc1ccccc1F)N1CCOCC1	i	i	i	i	i	i	i	i	i	i	-12
COC(=O)c1cc(-c2ccccc2)on1	i	i	i	i	i	i	i	i	i	i	1
COc1ccccc1NC(=O)Cn1cc(C(=O)C(=O)N2CCOCC2)c2ccccc21	i	i	i	i	i	i	i	i	i	i	0
CCOC(=O)N1CCN(C2=Nc3cccc4cccc2c34)CC1	i	i	i	i	i	-7.4*	i	i	i	i	0
Cc1[nH]c(=O)c(C#N)c2c1CSC(C)(C)C2	i	i	i	i	i	i	i	i	i	i	6
C=CCn1c(C)cc(C(=O)CSc2nnc(Cc3ccccc3)o2)c1C	i	i	i	i	i	i	i	i	i	i	2

Compounds as they come; any-hit rate near 6.7%.
